CRFBP-R2 agonist: agonists of CRF-BP/CRF-R2 complex, primary screen, cell-based, HEK293, calcium dye fluorescence, uHTS; actives 0.46% (n = 350,000); calcium dye fluorescence (FLIPR); percent of saturating CRF peptide response; activation, % at 13.2 µM; AID 588473, 2011; CRF-binding protein / CRF receptor 2 complex (human);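 active = activation of at least 50%, plus an integration ratio under a set limit after plate pattern correction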;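 also: plate controls were neutral control wells without compound for no effect and CRF at EC100 for full effect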
CHRM4 PAM: human M4 muscarinic receptor positive allosteric modulators, primary screen, CHO-K1 cells, Fluo-8 calcium fluorescence; CHO-K1 hM4/Gqi5, ACh EC20; 0% = ACh EC20, 100% = maximal ACh; activation, % at 3 µM; actives 0.4% (n = 360,000);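 active = activation above its plate's cutoff, the mean activation of sample wells plus 3 SD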; also: some results filed as inactive read as strong as hits
MEKK3 PB1 HTS: modulators of MEKK3-MEK5 PB1 binding, primary screen, biochemical, wildtype MEKK3, multiplex bead flow cytometry, Alexa488-MEK5; actives 1.4% (n = 290,000); Mitogen-activated protein kinase kinase kinase 3 (Homo sapiens), Q99759; AID 1529, 2009; bead-based flow cytometry, Alexa488-MEK5 binding to MEKK3; actives lie on both sides; 0 = blocked by unlabeled MEK5, 100 = vehicle; binding response (% of control), % at 10 µM;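 active = binding response more than 3 SD above or below the average of its plate-row segment, actives on both sides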;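 also: Alexa488 bead fluorescence after subtracting the streptavidin-only scavenger bead signal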
Target sequence (Q99759 whole entry, looked up): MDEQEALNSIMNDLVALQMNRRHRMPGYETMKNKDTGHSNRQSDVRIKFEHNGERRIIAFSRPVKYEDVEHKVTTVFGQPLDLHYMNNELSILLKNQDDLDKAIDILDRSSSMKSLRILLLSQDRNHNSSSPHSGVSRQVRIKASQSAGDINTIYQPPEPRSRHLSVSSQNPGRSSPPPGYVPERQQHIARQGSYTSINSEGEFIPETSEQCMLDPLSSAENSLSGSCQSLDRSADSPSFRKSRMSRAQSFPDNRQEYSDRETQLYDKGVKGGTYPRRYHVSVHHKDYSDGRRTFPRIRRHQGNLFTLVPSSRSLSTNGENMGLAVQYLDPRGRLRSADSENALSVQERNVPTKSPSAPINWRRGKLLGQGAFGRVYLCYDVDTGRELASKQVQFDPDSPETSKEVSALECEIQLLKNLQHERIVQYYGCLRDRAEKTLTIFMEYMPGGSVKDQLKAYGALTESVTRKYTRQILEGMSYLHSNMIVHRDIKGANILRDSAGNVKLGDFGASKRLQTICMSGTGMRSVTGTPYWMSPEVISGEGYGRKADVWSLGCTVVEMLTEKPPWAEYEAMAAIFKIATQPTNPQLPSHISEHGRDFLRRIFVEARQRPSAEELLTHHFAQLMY
p-CIP stab down: p/CIP-EGFP fusion destabilizers, primary screen, fluorescence, F442A cells | 16 h | decrease of EGFP signal, % at 10 µM | actives 0.01% (n = 290,000) | AID 1984, 2009;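 active = EGFP signal decrease of at least 30% at 10 µM or well 3 SD below plate mean, unless failing retest; inactive = the rest, including hits failing retest or dose response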; also: some compounds called inactive have numbers as strong as hits; many of its hits are not listed in these tables
CRFR2-BP antag: antagonists of CRF-BP/CRF-R2 complex, primary screen, cell-based, HEK293, calcium dye fluorescence, uHTS; CRF-induced calcium fluorescence; inhibition, % at 11.8 µM; actives 0.59% (n = 350,000);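 active = inhibition of the ligand-induced calcium signal above about 50% at the single tested concentration, limit read from the data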
GalR3 antagonist: GalR3 antagonists in HEK293 cells, primary screen, cell-based, fluorescence readout. Galanin receptor type 3 (Homo sapiens), O60755. HEK293 GalR3-CNG cAMP membrane potential fluorescence; galR3 body fused to GalR1 C-terminus. inhibition, % at 3 µM. actives 0.44% (n = 360,000). AID 651719, 2012;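 active = inhibition above the screen-wide average plus 3 SD, cut at about 13% in these data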;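 also: forskolin and galanin both at EC90 stimulate the cells; cAMP rise reported by CNG channel membrane potential dye signal; 0% = forskolin plus galanin with DMSO and 100% = forskolin alone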
Target sequence (O60755 1-299 limits assumed): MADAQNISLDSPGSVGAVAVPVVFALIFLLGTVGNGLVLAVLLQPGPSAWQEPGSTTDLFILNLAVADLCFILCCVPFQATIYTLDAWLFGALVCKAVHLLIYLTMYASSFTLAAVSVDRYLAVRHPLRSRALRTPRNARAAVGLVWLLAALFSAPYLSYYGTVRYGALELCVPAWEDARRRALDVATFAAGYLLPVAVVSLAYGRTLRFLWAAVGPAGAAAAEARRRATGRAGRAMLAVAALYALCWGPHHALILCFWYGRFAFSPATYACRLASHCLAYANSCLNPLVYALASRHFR
IDE act: human IDE activators in live cells, primary screen, fluorescence polarization, HEK cells, FAbeta-B substrate | Insulin-degrading enzyme (Homo sapiens), P14735 | FAbeta-B cleavage; 0% vehicle, 100% cell-free pure enzyme wells | AID 493087, 2011 | activation, % at 5.96 µM | actives 0.073% (n = 340,000);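 active = activation above the mean of all tested compounds plus 3 SD, set per screening campaign, cut at about 17% in these data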
PHOSPHO1 block: PubChem AID 1565 | inhibition, % at 13.3 µM | actives 1.1% (n = 290,000) | recombinant PHOSPHO1, absorbance phosphatase assay; in the data active = inhibition above about 60%
IDE inh: human IDE inhibitors in live cells, primary screen, fluorescence polarization, HEK cells, FAbetaB substrate. Insulin-degrading enzyme (Homo sapiens), P14735. FAbetaB cleavage. inhibition, % at 5.59 µM. actives 0.41% (n = 320,000). AID 434962, 2010;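 active = percent inhibition above the average of all tested compounds plus 3 SD, set per screening campaign, cut at about 16% in these data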;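 also: IDE supplied by intact live HEK cells; FP after avidin binding of uncleaved biotin substrate so inhibition keeps polarization high; 0% = DMSO wells and 100% = 60 µM reference IDE inhibitor Ii1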
Starred values were filed as active, the others as inactive; . = not tested or not shown.

SMILES	CRFBP-R2 agonist	CHRM4 PAM	MEKK3 PB1 HTS	p-CIP stab down	CRFR2-BP antag	GalR3 antagonist	IDE act	PHOSPHO1 block	IDE inh
CCOC(=O)/C=c1\s/c(=C\c2ccc3cc(OC)ccc3c2)c(=O)n1CC(=O)NCC1CCCO1 (configuration not stated)	35	10	97	-1	-18	-3	2	27	-2
Cc1nn(C)c(C(=O)NC(=S)Nc2ccccc2O)c1Cl	-0.3	-1	104	-26	-1	-2	8	32	0
CC1CCCC(C)N1C(=O)CN1CCN(c2nc(-c3ccc(F)cc3)cs2)CC1 (configuration not stated)	5.2	-11	103	-9	-78	-9	0	4	0
COc1ccc(C2=NN(C(=O)COc3ncnc4ccccc34)C(c3ccco3)C2)cc1 (configuration not stated)	-0.4	2	96	8	-4	-4	3	1	2
CCOC(=O)[C@@H]1[C@H]2COc3ccc(Br)cc3[C@@H]2N2C(=O)N(c3ccc(C)cc3)C(=O)[C@@]12C	0.4	-3	.	.	6	-5	4	.	-2
CCOC(=O)c1c(NC(=O)CSc2nc3cc(Cl)ccc3s2)sc(C(C)=O)c1C	.	.	105	-1	.	-2	.	-9	2
Cc1ccc(-n2nc3c(c2NC(=O)CC(C)C)CS(=O)(=O)C3)cc1	0.5	2	104	-3	-7	-5	5	27	1
CC(=O)C1=C(c2ccccc2)NC(=O)NC1c1ccc2c(c1)OCO2 (configuration not stated)	-2.4	-6	101	2	-13	-9	3	19	-3
CC[n+]1c(/C=C/C=C/N(C(C)=O)c2ccccc2)sc2cc(OC)ccc21	146*	.	89	-19	-127	-4	.	6	40*
COc1ccc(CNC(=O)CN2CCN(C(c3ccccc3)c3ccccc3)CC2)cc1	-0.6	-19	106	-7	35	-5	8	-9	3
O=C(c1ccco1)N1CCN(C2CC(=O)N(c3ccc4c(c3)OCO4)C2=O)CC1 (configuration not stated)	-0.3	3	98	-9	2	-5	0	52	-3
CCn1c2ccccc2c2cc(NC(=O)CSc3nnc(-c4cccc(OC)c4)n3N)ccc21	-0.3	-4	102	12	4	-5	-2	28	4

A different layout for 4 compounds above.
structure | CRFBP-R2 agonist | CHRM4 PAM | MEKK3 PB1 HTS | p-CIP stab down | CRFR2-BP antag | GalR3 antagonist | IDE act | PHOSPHO1 block | IDE inh
CCOC(=O)[C@@H]1[C@H]2COc3ccc(Br)cc3[C@@H]2N2C(=O)N(c3ccc(C)cc3)C(=O)[C@@]12C | 0.4 | -3 | . | . | 6 | -5 | 4 | . | -2
COc1ccc(CNC(=O)CN2CCN(C(c3ccccc3)c3ccccc3)CC2)cc1 | -0.6 | -19 | 106 | -7 | 35 | -5 | 8 | -9 | 3
O=C(c1ccco1)N1CCN(C2CC(=O)N(c3ccc4c(c3)OCO4)C2=O)CC1 (configuration not stated) | -0.3 | 3 | 98 | -9 | 2 | -5 | 0 | 52 | -3
CCOC(=O)c1c(NC(=O)CSc2nc3cc(Cl)ccc3s2)sc(C(C)=O)c1C | . | . | 105 | -1 | . | -2 | . | -9 | 2

Continued.
SMILES	CRFBP-R2 agonist	CHRM4 PAM	MEKK3 PB1 HTS	p-CIP stab down	CRFR2-BP antag	GalR3 antagonist	IDE act	PHOSPHO1 block	IDE inh
CCOc1ccc(NC(=O)N2CCN(Cc3ccc4c(c3)OCO4)CC2)cc1	-1.7	0	107	-3	-8	-5	3	28	2
Cc1ccc(NC(=O)CSC(C)C(=O)NCCc2ccccn2)cc1 (configuration not stated)	-1.2	4	92	-17	-3	-7	-3	32	-2
O=C(CSc1ncnc2c1cnn2-c1cccc(Cl)c1)NCC1CCCO1 (configuration not stated)	0.8	9	100	-9	0	1	-1	29	-2
O=C1C2CC=CCC2C(=O)N1CNc1ccccc1 (configuration not stated)	-0.4	-2	95	2	5	-1	-1	6	-3
Cc1cc(C)nc(NC(=O)/C=C/c2ccc(Cl)cc2Cl)c1	0.1	8	.	-14	-12	-2	1	8	2
Oc1ccc2ccccc2c1CNn1cnnc1	-0.7	-2	95	11	0	-10	8	23	-2
CC(CCCCCCCCC(=O)O)N(CCO)C(=O)OC(C)(C)C (configuration not stated)	2.5	4	.	.	10	0	-5	.	0
c1ccc(-c2csc(CN3CCCCC3)n2)cc1	0.0	-2	.	.	-10	-5	2	.	.
O=C(NCc1ccccc1CN1CCCC1)c1ccc(OCc2cscn2)cc1	3.1	0	.	.	-2	-5	3	.	-3
O=C(N/N=C/c1ccc(Cl)s1)C(O)c1ccccc1 (configuration not stated)	0.5	0	109	6	0	-7	0	39	3
Cc1cc(NC(=O)Cn2c(=O)n(Cc3ccccc3)c(=O)c3ccccc32)no1	1.8	10	.	-1	22	-2	-1	21	5
COc1ccc(C(=O)NCC(=O)OCc2nc(N)nc(Nc3ccccc3C)n2)cc1	-0.3	7	.	.	2	-1	1	.	-1
CC1CCCCC1NC(=O)CN1c2cccc3cccc(c23)S1(=O)=O (configuration not stated)	-1.0	3	.	.	-12	-4	-1	.	0
O=C(/C=C/c1cccc(Br)c1)N1CCN(c2cccc(C(F)(F)F)c2)CC1	1.1	0	102	12	-62	-5	4	44	-3
O=C(CSc1nccc(=O)[nH]1)c1ccco1	-1.9	-10	104	14	-4	-4	-4	11	4
CNC(=O)c1ccc(N(Cc2ccccc2C)S(C)(=O)=O)cc1	2.4	13	97	-4	8	0	-2	39	-2
O=C(Cc1cccs1)N(CC1CCCO1)C1(C(=O)NC2CCCCC2)CCCCC1 (configuration not stated)	-4.7	-4	98	18	-15	-3	8	24	2
OC1(c2cn(Cc3ccccc3)nn2)CCCCC1	-2.5	1	100	-4	12	-2	3	-4	7
CC(=O)N(/N=C/c1cccc(C)c1)c1nc(-c2ccc(Br)cc2)cs1	-0.7	5	100	-24	22	-2	6	12	5
CCCCC(=O)NCc1ccc(Cl)cc1	-3.8	2	100	2	-5	-3	3	14	1
COCCCN(Cc1ccco1)C(=O)Cn1ncc2c(=O)oc3ccc(C)cc3c21	-0.8	5	98	5	-6	2	0	-10	6
COC(=O)c1ccc2c(=O)n(CCN3CCOCC3)c(SCC(=O)Nc3ccc(C)cc3)nc2c1	-3.4	3	99	8	13	0	-2	37	5
COc1ccc(S(=O)(=O)NC2CC(=O)N(c3ccc4c(c3)OCCO4)C2)cc1 (configuration not stated)	0.8	-3	.	.	-6	-3	-1	.	-1
CCOC(=O)C1=C(c2ccccc2)c2ccccc2N(S(=O)(=O)C(F)(F)F)C1C(=O)OCC (configuration not stated)	-2.2	1	.	.	-8	-4	-6	.	.
CC(=O)Oc1ccc(N2C(=O)CC(N3CCOCC3)C2=O)cc1 (configuration not stated)	3.0	1	108	-3	14	0	3	11	6
OCc1nc2ccccc2n1CCOc1ccccc1	-1.3	-12	.	.	47	-4	8	.	-1
CCOC(=O)Cn1nnnc1CN1CCN(c2ccc(OC)cc2)CC1	-1.0	5	105	-2	14	-4	6	10	1
CCc1cc(C(=O)N2CCCC(C(=O)c3ccc(OC)c(F)c3)C2)n(C)n1 (configuration not stated)	-0.3	-2	101	1	-13	-10	3	40	-4
CC(C)(C)OC(=O)N/N=C/c1ccc(N2CCOCC2)s1	10.0	1	126	2	-6	-5	1	-7	11
Cc1ccc(-n2nc(C)c(=O)c(-c3ccccc3)c2NC(=O)C(C)C)cc1	-3.2	1	103	-4	7	12	.	10	2
CC(NC(=O)C(=O)NCCN1CCN(C(=O)c2ccccc2Br)CC1)c1ccccc1 (configuration not stated)	-1.4	-4	100	-1	7	-8	-2	28	2
COCCN1C2=C(COC(C)(C)C2)C(=S)NC1c1ccccc1 (configuration not stated)	13	7	79	-3	32	-3	5	0	11
COc1ccc(-n2c(Cc3cccn3C)nnc2SCC(=O)Nc2ccc3c(c2)OCO3)cc1	-4.0	-5	101	-1	-27	-1	8	-6	3
CC(C)=CC(=O)OCC(=O)Nc1cc(C)cc(C)c1	-1.0	-5	104	-1	2	-1	-5	-18	-8
COc1ccc(CCC(C(O)C(F)(F)F)S(=O)c2ccccc2)cc1 (configuration not stated)	-2.4	3	104	-6	-9	-7	-2	4	1
Cc1ccc(S(=O)(=O)N2CCOCC2)cc1C(=O)OCC(=O)c1ccc(Br)cc1	0.8	5	.	.	0	-5	3	.	4
CC(NC(=O)COC(=O)Cn1cc(C(F)(F)F)ccc1=O)c1ccccc1 (configuration not stated)	-0.4	5	.	.	-4	-4	3	.	-2
Cc1ccc(-c2cc(C(=O)N/N=C/c3ccc(F)cc3)n[nH]2)o1	0.4	8	96	9	-15	-6	-1	-8	1
O=S(=O)(Nc1ccc(-c2csc(-c3ccccc3)n2)cc1)c1ccccc1	0.5	5	100	0	-29	-2	0	1	-10
CCN1C[C@@H]2[C@@H]3C(=O)N(Cc4ccccc4)C(=O)[C@@H]3[C@](C)(C1=O)N2C(=O)c1ccc(Br)cc1	0.0	2	.	.	-9	-2	3	.	.
CCN(CC)c1ccc(/C=N/NC(=O)c2ccc([N+](=O)[O-])cc2)cc1	-0.4	-1	101	-3	5	-2	3	16	4
CC(C)(C)c1ccc(-c2nnc(N)o2)cc1	-2.3	-5	98	-12	12	-3	5	25	-2
CCC(=O)Nc1cccc(C(=O)/C=C/c2ccccc2)c1	-0.6	8	97	-4	-9	0	5	38	2
COC(=O)C1CSC(C(=O)OC)N1C(=O)Nc1c(C)cccc1C (configuration not stated)	1.5	3	94	-17	-22	-5	8	12	-2
O=C(CN1CCCC1)Nc1ccccc1Cl	0.0	4	100	-17	-3	-3	0	6	-1
COc1cc(/C=C/c2nnc3c4ccccc4ncn23)cc(OC)c1OC	-0.3	-9	98	-1	-22	-5	3	-11	10
CCc1cc(=O)oc2c3c(cc(OCC(=O)NCCN4CCOCC4)c12)OC(C)(C)CC3	-1.2	3	95	6	-2	-1	3	44	1
Fc1ccccc1-c1nc2ccccc2[nH]1	-0.2	2	102	1	27	-2	4	3	11
CC(C)c1onc(C(=O)Nc2sc3c(c2C#N)CCC3)c1[N+](=O)[O-]	-2.4	1	106	9	25	-5	-5	8	3
CN(C)c1ccc(CN(C)C2CCCCC2)cc1	-1.1	4	103	8	11	-5	1	-14	2
COc1ccc(-c2nnc(CSc3ncnc4sc5c(c34)CCC5)o2)cc1OC	1.1	1	.	-9	13	-5	0	-8	.
Cc1cc(C(=O)NNc2ccccc2F)no1	0.4	-2	96	-8	5	-5	8	-1	1
CCOC(=O)c1c(C)[nH]c(C2=NNC(=Nc3ccccc3)SC2)c1C	-0.1	2	104	-1	-8	-4	-4	-2	.
Cc1occc1-c1nnc(SCC(=O)NCC2CCCO2)n1C (configuration not stated)	0.2	-4	97	12	8	-2	2	7	8
CCN(CC)CCNC(=O)c1nn(-c2ccc(C)cc2)c(=O)c2c1c1ccccc1n2C	-0.4	8	108	-12	-22	0	4	-31	-3
NS(=O)(=O)c1ccc(Nc2nc(-c3ccccc3)cs2)cc1	-3.7	-10	105	0	7	-6	-12	20	2
CC(C)n1cnc2c(Nc3cccc(Cl)c3)nc(NCCCO)nc21	-3.5	1	100	-5	-4	-5	-2	20	4
Cc1ccc(-n2cc(CN(C)Cc3ncc[nH]3)c(-c3cccc(C)c3)n2)cc1	2.2	-4	106	-13	-38	4	-1	8	2
COc1ccc(C(=O)NNC(=O)CSc2nnc3ccccn23)cc1OC	-0.4	-3	.	.	11	0	4	.	2
COc1ccc(CC(=O)NCc2ccc(-n3cccc3)cc2)cc1OC	-2.2	-4	105	-11	3	-9	0	.	3
